RGS4-Gao reg – modulates binding of RGS4 to human Galphao; P09471; Multiplexed bead flow cytometry; actives lie on both sides; binding response (% of control), % at 10 µM; actives 0.33% (n = 220,000); in the data active = binding response below about 49% or above about 150%; inactive = in between;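 also: fluorescent Galphao activated with aluminum fluoride binding bead-coupled RGS4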
Target sequence (P09471 whole entry, looked up): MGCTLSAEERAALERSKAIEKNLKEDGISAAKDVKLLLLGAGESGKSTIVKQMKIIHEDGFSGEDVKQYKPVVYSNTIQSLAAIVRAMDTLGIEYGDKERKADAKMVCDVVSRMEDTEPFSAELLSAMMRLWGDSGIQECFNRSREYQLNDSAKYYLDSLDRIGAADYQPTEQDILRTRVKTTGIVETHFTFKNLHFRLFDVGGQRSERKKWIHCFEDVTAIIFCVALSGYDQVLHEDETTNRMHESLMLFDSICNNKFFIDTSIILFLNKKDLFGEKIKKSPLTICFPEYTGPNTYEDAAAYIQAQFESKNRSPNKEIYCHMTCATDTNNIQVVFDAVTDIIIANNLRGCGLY
RGS7-Gao – human RGS7-Galphao interaction regulation; Multiplexed bead flow cytometry, RGS7-Galphao binding; actives lie on both sides; binding response (% of control), % at 10 µM; actives 0.35% (n = 220,000); AID 1439; in the data active = binding response below about 49% or above about 150%; inconclusive = no clear call, values can overlap the other calls; inactive = in between;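 also: fluorescent Galphao held in activated GDP-AlF4 state binding bead-coupled RGS7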
RGS8-Gao reg – regulators of human RGS8-Galphao interaction. P09471. AID 1423. actives 0.34% (n = 220,000). multiplexed bead flow cytometry, RGS8-Galphao binding; actives lie on both sides. response (percent of control binding), % at 10 µM; in the data active = response below about 60% or above about 140%; inactive = in between;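 also: Galphao activated as the GDP aluminium fluoride complex binding bead-coupled RGS8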
Starred values were filed as active, the others as inactive. A portion of the library (hit frequency here may not be typical).

The first three entries, to show the layout:
Screening CC12CC[C@H]3[C@@H](CCC4(O)C[C@H](O)CCC34/C=N/NC(=O)c3ccccc3O)C1(O)CCC2C1=CC(=O)OC1 (some centres undefined) returned RGS4-Gao reg 98.8, RGS7-Gao inconclusive and RGS8-Gao reg 100.4.
For O=[N+]([O-])c1cc(-n2cnnn2)c(O)c([N+](=O)[O-])c1 the results were RGS4-Gao reg 103.7, RGS7-Gao inconclusive and RGS8-Gao reg 100.0.
Screening C=CCn1c(O)c(/C=N/NC(=O)c2ccncc2)c(=O)[nH]c1=O returned RGS4-Gao reg 97.5, RGS7-Gao inconclusive and RGS8-Gao reg 99.2.

All compounds of this part, previewed entries included:
Screening CC12CC[C@H]3[C@@H](CCC4(O)C[C@H](O)CCC34/C=N/NC(=O)c3ccccc3O)C1(O)CCC2C1=CC(=O)OC1 (some centres undefined) returned RGS4-Gao reg 98.8, RGS7-Gao inconclusive and RGS8-Gao reg 100.4.
For O=[N+]([O-])c1cc(-n2cnnn2)c(O)c([N+](=O)[O-])c1 the results were RGS4-Gao reg 103.7, RGS7-Gao inconclusive and RGS8-Gao reg 100.0.
Screening C=CCn1c(O)c(/C=N/NC(=O)c2ccncc2)c(=O)[nH]c1=O returned RGS4-Gao reg 97.5, RGS7-Gao inconclusive and RGS8-Gao reg 99.2.
Screening CC12CN3CCN(CC(C3)/C1=N/NC(N)=O)C2 returned RGS4-Gao reg 97.9, RGS7-Gao inconclusive and RGS8-Gao reg 99.6.
Screening C=CCn1c(O)c(C(C)=NCCc2c[nH]c3ccccc23)c(=O)[nH]c1=O returned RGS4-Gao reg 100.9, RGS7-Gao inconclusive and RGS8-Gao reg 100.8.
`C=CCNC(=S)Nc1ccc(OC(=O)Nc2ccc(Cl)c(Cl)c2)cc1` gave RGS4-Gao reg 97.9, RGS7-Gao inconclusive and RGS8-Gao reg 100.1.
`C#CCOc1ccc2c(c1)c(C(C)=O)c(C)n2Cc1ccccc1` gave RGS4-Gao reg 100.6, RGS7-Gao inconclusive and RGS8-Gao reg 98.1.
For O=C(Nc1ccc(Cl)cc1)OC1CN2CCC1CC2 (centres undefined) the results were RGS4-Gao reg 102.1, RGS7-Gao inconclusive and RGS8-Gao reg 100.9.
For CCOC(=O)C1=C(N)OC2=C(C(=O)CCC2)[C@]12C(=O)N(CC(N)=O)c1ccccc12 the results were RGS4-Gao reg 98.6, RGS7-Gao inconclusive and RGS8-Gao reg 102.0.
`CNC(=O)Nc1ccc(C(=O)N/N=C\C23CC[C@@H](O)CC2(O)CC[C@@H]2[C@@H]3CCC3(C)C(C4=CC(=O)OC4)CCC23O)cc1` (some centres undefined) gave RGS4-Gao reg 101.0, RGS7-Gao inconclusive and RGS8-Gao reg 99.9.

5 structures already listed, sorted by count of non-hydrogen atoms, rising:
Screening CC12CN3CCN(CC(C3)/C1=N/NC(N)=O)C2 returned RGS4-Gao reg 97.9, RGS7-Gao inconclusive and RGS8-Gao reg 99.6.
For O=[N+]([O-])c1cc(-n2cnnn2)c(O)c([N+](=O)[O-])c1 the results were RGS4-Gao reg 103.7, RGS7-Gao inconclusive and RGS8-Gao reg 100.0.
Screening C=CCn1c(O)c(/C=N/NC(=O)c2ccncc2)c(=O)[nH]c1=O returned RGS4-Gao reg 97.5, RGS7-Gao inconclusive and RGS8-Gao reg 99.2.
`C#CCOc1ccc2c(c1)c(C(C)=O)c(C)n2Cc1ccccc1` gave RGS4-Gao reg 100.6, RGS7-Gao inconclusive and RGS8-Gao reg 98.1.
For CCOC(=O)C1=C(N)OC2=C(C(=O)CCC2)[C@]12C(=O)N(CC(N)=O)c1ccccc12 the results were RGS4-Gao reg 98.6, RGS7-Gao inconclusive and RGS8-Gao reg 102.0.

Carrying on.
For O=c1[nH]c(=S)n(Cc2ccc(F)cc2)c(O)c1C=NCCCn1ccnc1 the results were RGS4-Gao reg 101.0, RGS7-Gao inconclusive and RGS8-Gao reg 101.3.
CNCCc1ccccc1 was read as RGS4-Gao reg 100.1, RGS7-Gao inconclusive and RGS8-Gao reg 102.7.
Screening O=c1[nH]c(=O)n(-c2cccc3ccccc23)c(O)c1/C=N/N1CCCCCC1 returned RGS4-Gao reg 98.6, RGS7-Gao inconclusive and RGS8-Gao reg 99.4.
Screening Oc1ccc2c3c1O[C@H]1c4oc5ccccc5c4C[C@@]4(O)[C@@H](C2)N(CC2CC2)CC[C@]314 returned RGS4-Gao reg 89.7, RGS7-Gao inconclusive and RGS8-Gao reg 95.6.
Screening O=S(=O)(F)c1ccc2nc(-c3cccc(Sc4ccccc4)c3)cc(Cl)c2c1 returned RGS4-Gao reg 104.0, RGS7-Gao inconclusive and RGS8-Gao reg 101.3.
`Cc1ccc(-n2c(O)c(/C=N/Nc3ccccc3)c(=O)[nH]c2=O)cc1C` gave RGS4-Gao reg 100.6, RGS7-Gao inconclusive and RGS8-Gao reg 100.4.
`Cn1c(O)c(/C=N/NC(=O)c2ccncc2)c(=O)[nH]c1=S` gave RGS4-Gao reg 92.5, RGS7-Gao inconclusive and RGS8-Gao reg 99.6.
For CC(=O)Nc1nnc(CCN(CCc2nnc(NC(C)=O)s2)[N+](=O)[O-])s1 the results were RGS4-Gao reg 101.8, RGS7-Gao inconclusive and RGS8-Gao reg 100.1.
Screening O=C1/C(=C\c2ccc(Cl)c(Cl)c2)N2CCC1CC2 returned RGS4-Gao reg 100.9, RGS7-Gao inconclusive and RGS8-Gao reg 99.7.
Cn1c(O)c(/C=N/N2CCOCC2)c(=O)n(C)c1=S was read as RGS4-Gao reg 93.5, RGS7-Gao inconclusive and RGS8-Gao reg 95.8.
`O=C1NC(=O)N(Cc2ccc(F)cc2)C(=O)/C1=C\c1ccc([N+](=O)[O-])s1` gave RGS4-Gao reg 98.6, RGS7-Gao inconclusive and RGS8-Gao reg 95.4.
`CC1CCCCN1Cc1c[nH]c2ccccc12` (centres undefined) gave RGS4-Gao reg 112.3, RGS7-Gao inconclusive and RGS8-Gao reg 108.4.
CCOC(=O)C1=C(N)OC2=C(C(=O)CCC2)C12C(=O)N(C)c1ccccc12 (centres undefined) was read as RGS4-Gao reg 92.0, RGS7-Gao inconclusive and RGS8-Gao reg 98.5.
`CCOC(=O)[C@]1(C#N)[C@@H]2C=CC(C(N)=O)=CN2[C@@H](C(N)=O)[C@@H]1c1ccc(F)cc1` gave RGS4-Gao reg 100.2, RGS7-Gao inconclusive and RGS8-Gao reg 101.2.
Screening O=c1[nH]c(=S)n(C2CCCCC2)c(O)c1/C=N/N1CCOCC1 returned RGS4-Gao reg 99.5, RGS7-Gao inconclusive and RGS8-Gao reg 100.3.
Screening CC1Oc2cc3c(-c4c(O)cc(O)c5c(O)c6c(cc45)OC(C)C(C)C6=O)c(O)cc(O)c3c(O)c2C(=O)C1C (centres undefined) returned RGS4-Gao reg 13.7*, RGS7-Gao inconclusive and RGS8-Gao reg 36.3*.
For c1cc(CCN2CCCC2)ccn1 the results were RGS4-Gao reg 100.6, RGS7-Gao inconclusive and RGS8-Gao reg 107.7.
O=c1[nH]c(=O)n(C2CCCCC2)c(O)c1/C=C/C=Nc1ccccc1 was read as RGS4-Gao reg 105.9, RGS7-Gao inconclusive and RGS8-Gao reg 101.3.
CCN(CC)c1ccc(C=C2C(=O)NC(=S)NC2=O)cc1 was read as RGS4-Gao reg 103.3, RGS7-Gao inconclusive and RGS8-Gao reg 89.1.
Cc1ccc(C)c(-n2c(C)nc3ccccc3c2=O)c1 was read as RGS4-Gao reg 104.9, RGS7-Gao inconclusive and RGS8-Gao reg 100.7.
Cc1ccc(-n2c(O)c(C=NCCCn3ccnc3)c(=O)[nH]c2=O)cc1 was read as RGS4-Gao reg 101.3, RGS7-Gao inconclusive and RGS8-Gao reg 100.6.
`Cc1ccc(OCCn2cccc2/C=C2/C(=O)NC(=O)N(Cc3ccco3)C2=O)cc1` gave RGS4-Gao reg 101.1, RGS7-Gao inconclusive and RGS8-Gao reg 99.5.
For CN1CCN(/N=C/c2c(O)n(CCC3=CCCCC3)c(=S)[nH]c2=O)CC1 the results were RGS4-Gao reg 102.4, RGS7-Gao inconclusive and RGS8-Gao reg 102.0.
For N#CC(C#N)=Cc1ccc(C=C(C#N)C#N)cc1 the results were RGS4-Gao reg 102.0, RGS7-Gao inconclusive and RGS8-Gao reg 97.9.
CCC(C)n1c(O)c(C=NCCc2ccccc2)c(=O)[nH]c1=S (centres undefined) was read as RGS4-Gao reg 97.7, RGS7-Gao inconclusive and RGS8-Gao reg 99.6.
O=C1NC(=O)N(Cc2ccc(F)cc2)C(=O)/C1=C\c1ccc(N2CCCC2)cc1 was read as RGS4-Gao reg 101.2, RGS7-Gao inconclusive and RGS8-Gao reg 98.6.
Cc1nc2c(c(=O)[nH]1)C(c1ccccc1Cl)c1c(c3ccccc3oc1=O)O2 (centres undefined) was read as RGS4-Gao reg 99.1, RGS7-Gao inconclusive and RGS8-Gao reg 99.2.
O=CC(Cl)P(=O)(N1CCOCC1)N1CCOCC1 (centres undefined) was read as RGS4-Gao reg 99.7, RGS7-Gao inconclusive and RGS8-Gao reg 104.5.
`CCOc1ccc(-n2c(O)c(C=Nc3ccc(NC(C)=O)cc3)c(=O)[nH]c2=O)cc1` gave RGS4-Gao reg 100.7, RGS7-Gao inconclusive and RGS8-Gao reg 99.8.
`CCC(=NCCc1ccccc1)c1c(O)[nH]c(=O)[nH]c1=O` gave RGS4-Gao reg 101.8, RGS7-Gao inconclusive and RGS8-Gao reg 101.8.
COc1ccccc1N1CCN(Cc2cnc(-c3ccccc3)[nH]2)CC1 was read as RGS4-Gao reg 96.8, RGS7-Gao inconclusive and RGS8-Gao reg 100.5.
Nc1ccccc1-[n+]1c(-c2ccccc2)cc(-c2ccccc2)cc1-c1ccccc1 was read as RGS4-Gao reg 99.5, RGS7-Gao inconclusive and RGS8-Gao reg 99.2.
For O=C(c1cccnc1)C1CCCN(Cc2nc(-c3cnccn3)no2)C1 (centres undefined) the results were RGS4-Gao reg 100.6, RGS7-Gao inconclusive and RGS8-Gao reg 101.0.
`CCCN(CCC)[C@@H]1CCc2cccc(O)c2C1` gave RGS4-Gao reg 117.3, RGS7-Gao inconclusive and RGS8-Gao reg 108.5.
O=C(Nc1nccs1)c1c(O)c2c(n(Cc3ccco3)c1=O)CCCC2 was read as RGS4-Gao reg 100.4, RGS7-Gao inconclusive and RGS8-Gao reg 102.2.
Screening CC(C)N1CCN(Cc2cc3c(cc2Cl)OCO3)CC1CCO (centres undefined) returned RGS4-Gao reg 99.1, RGS7-Gao inconclusive and RGS8-Gao reg 100.7.
For CC(C)[N+]12CCC(CC1)C(C(O)(c1ccccc1)c1ccccc1)C2 (centres undefined) the results were RGS4-Gao reg 100.9, RGS7-Gao inconclusive and RGS8-Gao reg 101.0.
CC(C)c1ccc(-n2c(O)c(/C=N/N3CCOCC3)c(=O)[nH]c2=S)cc1 was read as RGS4-Gao reg 98.9, RGS7-Gao inconclusive and RGS8-Gao reg 98.8.
For CCCCn1c(O)c(/C=N/N2CCOCC2)c(=O)[nH]c1=S the results were RGS4-Gao reg 100.3, RGS7-Gao inconclusive and RGS8-Gao reg 101.5.
`CCC(=NCc1cccnc1)c1c(O)n(-c2ccccc2)c(=O)[nH]c1=O` gave RGS4-Gao reg 101.6, RGS7-Gao inconclusive and RGS8-Gao reg 99.8.
CCOP(=O)(OCC)C(NC(=O)NC)C(N)=O (centres undefined) was read as RGS4-Gao reg 106.9, RGS7-Gao inconclusive and RGS8-Gao reg 107.2.

Screens deposited in PubChem BioAssay by NMMLSC.
